BL2 CD40 inh – CD40 pathway inhibition in BL2 cells | inhibition, % at 10 µM | 0.94% of 83,000 active | BL2 NF-kB luciferase reporter, CD40L-induced, 4 h;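 active means mean inhibition of at least 50% with a set share of replicates also reaching that level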;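 further: 0% = neutral control wells and 100% = IKK inhibitor VII at 50 µM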
Starred values were filed as active, the others as inactive; & = joins results of further samples; [ ] = another dose, or the depositor's remark. These rows are one share of the data; rates above refer to the full screens.

SMILES	BL2 CD40 inh
O=C(Nc1cccc(NC(=O)c2cccs2)c1)c1ccc2c(c1)OCCO2	-18
N#C[C@@H]1[C@@H](c2ccccc2C2=CCCCC2)[C@H](CO)N1C(=O)NC1CCCCC1	6
CCc1noc(C)c1C(=O)Nc1cc(S(=O)(=O)N2CCOCC2)ccc1OC(C)C	-3
O=C(Cn1c(=O)n(CC(=O)N2CCCCC2)c(=O)c2sccc21)NCc1ccccc1	13
CCN(C(=O)COC(=O)c1cccs1)c1c(N)n(Cc2ccccc2)c(=O)[nH]c1=O	3
COc1ccccc1C(=O)NCCC(=O)N(Cc1ccco1)Cc1cccs1	5
COc1nc(-c2ccccc2)ccc1-c1noc(-c2cccnc2)n1	-3
CCCCn1c(N)c(N(CCOC)C(=O)C2CCN(S(=O)(=O)c3ccc(C)c(C)c3)CC2)c(=O)[nH]c1=O	0
O=C(Nc1ccccc1C(=O)NCCCn1ccnc1)c1ccccc1	4
C[C@H]1CC(=O)NCC/C=C\C[C@H](c2cccc(Cl)c2)NC1=O	-5[25 µM]
COc1cc2ccccc2cc1C(=O)OCC(=O)N1CCOCC1	3
CC(OC(=O)c1ccc2ncsc2c1)C(=O)NC1CCCCC1C (stereo not drawn)	2
O=C(C[C@H]1C[C@@H]2c3cc(NC(=O)Cc4ccncc4)ccc3O[C@@H]2[C@@H](CO)O1)NCCN1CCCCC1	-10[25 µM]
Cc1cc(C(=O)Nc2cccc3c2O[C@@H](CN(C)C(=O)NC2CCCCC2)[C@@H](C)CN([C@H](C)CO)C3=O)n(C)n1	-3
N#Cc1nc(-c2ccccc2)oc1N1CCCCC1	-19
CC(C)(Oc1ccc(Cl)cc1)C(=O)NC1CCCCC1	3
CCCCn1c(=O)[nH]c(=O)c2c1nc(COc1ccc(C#N)cc1)n2CCC	8
CC(=O)c1ccccc1NC(=O)CSc1nnc(Cc2csc(C)n2)o1	-3
Cn1ccnc1SCC(=O)Nc1ccc2c(c1)OC(F)(F)O2	-20
COc1ccc(-c2cc(C(=O)N3CCCCCC3)c3ccccc3n2)cc1	-9
NC(=O)c1ccc(NC(=O)COC(=O)c2c[nH]c3ccccc23)cc1	-6
Cc1ccc(NC(=O)CSc2ccc(-c3ccc(-n4cccn4)cc3)nn2)c(C)c1	-6
CC(=O)NC(C)c1ccc(Cl)c(Cl)c1 (stereo not drawn)	1
Cn1nc(C2CC2)cc1NC(=O)C1(C)CCN1C(=O)CCc1ccccc1 (stereo not drawn)	3
COc1ccc(N(C(=O)COc2ccccc2)C2C=CS(=O)(=O)C2)cc1 (stereo not drawn)	2

Next results:
SMILES	BL2 CD40 inh
O=C(C[C@@H]1C[C@@H]2c3cc(NC(=O)Nc4ccc(C(F)(F)F)cc4)ccc3O[C@@H]2[C@@H](CO)O1)NCc1cccnc1	3[25 µM]
CCc1ccc(S(=O)(=O)Nc2ccc(-c3ccc4nncn4n3)cc2)s1	6
Cc1noc(C)c1NC(=O)Nc1ccc2c(c1)C(=O)N([C@@H](C)CO)C[C@H](C)[C@@H](CN(C)S(=O)(=O)c1cccs1)OCCCC[C@H](C)O2	-5[25 µM]
O=S(=O)(NCCC(c1ccc(F)cc1)c1ccco1)c1ccccc1 (stereo not drawn)	7
O=C(OCCN1CCOCC1)c1cccs1	-3
COc1cc(C)ccc1OCc1cc(C(=O)N(Cc2c(C)nn(C)c2C)C2CC2)no1	-87
CCN(CC)S(=O)(=O)c1cccc2cccnc12	4
C/C=C/c1ccccc1[C@@H]1[C@@H](CO)N(S(=O)(=O)c2cccc(F)c2)[C@H]1C#N	5[25 µM]
O=S(=O)(c1ccccc1)N(CC(F)(F)F)c1ccc(C(O)(C(F)(F)F)C(F)(F)F)cc1	6[25 µM]
c1ccc(CNC2=NCCCCC2)cc1	12
CCCNC(=O)Nc1ccc2c(c1)OC[C@H](C)N(S(C)(=O)=O)C[C@@H](C)[C@@H](OC)CN(C)C2=O	-7[25 µM]
CCC1(CC)Cc2ccccc2C(=O)N1	9
C[C@H](CO)N1C[C@H](C)[C@@H](CN(C)S(=O)(=O)c2cn(C)cn2)Oc2ccc(NC(=O)C3CC3)cc2CC1=O	-2[25 µM]
O=C(Nc1cccnc1)c1scc2c1OCCO2	6
COCCCNC(=O)c1ccc(NC(C)=O)cc1	3
CCCN(CC(=O)Nc1ccc(F)c(F)c1F)C(=O)Cn1c(=O)cnc2ccccc21	1
CN(CCc1ccccn1)c1ccc([N+](=O)[O-])cn1	1
COc1ccc2c3c([nH]c2c1)[C@H](CO)N(Cc1ccccc1)CC31CCN(C(=O)NC(C)C)CC1	17[25 µM]
COCC(=O)Nc1ccc2c(c1)OC[C@@H](C)N(C)C[C@@H](C)[C@@H](OC)CN(C)C2=O	5[25 µM]
O=C(Cn1cnc2ccccc2c1=O)Nc1nnc(SCc2ccccc2)s1	19
c1cc2c(cc1-n1cnnn1)OCO2	15
Cc1ccc(CSCC(=O)NCCCN2CCOCC2)cc1	3
CC(c1cccs1)N(Cc1ccco1)C(=O)Nc1ccc(Cl)c(Cl)c1 (stereo not drawn)	12
CCNC(=O)n1cc(-n2cncn2)c(-c2ccccc2)n1	1
Cc1cc(C(=O)NN)c2cc(Br)ccc2n1	10

Next section
SMILES	BL2 CD40 inh
Cc1ccc(C(=O)NCC(=O)O)s1	6
CO[C@H]1CN(C)C(=O)c2ccc(NS(=O)(=O)c3ccc(C)cc3)cc2OC[C@H](C)N(C)C[C@H]1C	-3[25 µM]
COc1ccccc1OCC(=O)Nc1ncc(C)s1	-6
Cc1ccc(C(=O)Oc2ccc(N3C(=O)CCC3=O)c(C)c2)cc1	-6
O=C1C(=Cc2cccs2)Oc2ccccc21	-36
Cc1noc(C)c1S(=O)(=O)Nc1ccc2c(c1)C(=O)N([C@@H](C)CO)C[C@@H](C)[C@H](CN(C)Cc1ccc(C(=O)O)cc1)OCCCC[C@H](C)O2	4[25 µM]
O=C(O)CCC(=O)Nc1ccc(Br)c(Cl)c1	36*
CCOc1cc(/C=C/C(=O)OCC(=O)NCCN2C(=O)CSC2=O)ccc1OCC(C)C	-8
COc1ccc(S(=O)(=O)N(C)C[C@@H]2Oc3ccc(NC(=O)CCN4CCOCC4)cc3CC(=O)N([C@H](C)CO)C[C@H]2C)cc1	4[25 µM]
C[C@@H]1CN(C)C(=O)Cc2ccccc2O[C@@H]1CN(C)C	-1
Cc1noc(C)c1S(=O)(=O)N1CCCC(C(=O)N2CCC(C)CC2)C1 (stereo not drawn)	4
CN(Cc1ccccc1)C(=O)CCn1c(=O)oc2ccccc21	0
C[C@@H]1CCCCO[C@@H](CN(C)C(=O)NC2CCCCC2)[C@H](C)CN([C@H](C)CO)C(=O)c2cc(N(C)C)ccc2O1	-8[25 µM]
OC(c1ccccc1)C(O)C(c1ccccc1)N1CCCCC1 (stereo not drawn)	0
O=C1NC(=O)C(Cc2ccc(Cl)cc2)(c2ccccc2)N1 (stereo not drawn)	3
CC(=O)Nc1ccc(NC(=O)CSc2ncc(C(=O)Nc3ccc(F)cc3)c(=O)n2C)cc1	-15
O=C1CN(C(=O)COC(=O)CCC(=O)c2ccc(Cl)cc2)c2ccccc2N1	-8
COc1ccc(C2=Nn3c(nnc3C3CCCCC3)SC2)cc1OC	-6
COc1cccc(-c2ccc(C3[C@@H]4CN(C(=O)Cc5ccccc5)C[C@H]3N4)cc2)c1 (stereo partly drawn)	-7
O=C(COC(=O)/C=C/c1ccco1)NC1CCCCC1	3
O=C(c1cccc(S(=O)(=O)N2CCc3ccccc32)c1)N1CCN(c2ccccn2)CC1	4
CO[C@H]1CN(C)C(=O)c2cc(NC(=O)NC3CCCCC3)ccc2OC[C@H](C)N(CC2CC2)C[C@H]1C	-2
CC1(c2cccc3ccccc23)NC(=O)N(CC(=O)NC2CCS(=O)(=O)C2)C1=O (stereo not drawn)	3
CC(C)COC(=O)N1CCCC1C(=O)Nc1nccs1 (stereo not drawn)	8
C/C=C/c1ccc([C@@H]2[C@H]3CN(Cc4ccc(F)cc4)CC(=O)N3[C@H]2CO)cc1	8[25 µM]

Exported with values ahead of the structure: 18 of the compounds above.
BL2 CD40 inh,Structure
-18,O=C(Nc1cccc(NC(=O)c2cccs2)c1)c1ccc2c(c1)OCCO2
6,N#C[C@@H]1[C@@H](c2ccccc2C2=CCCCC2)[C@H](CO)N1C(=O)NC1CCCCC1
-3,CCc1noc(C)c1C(=O)Nc1cc(S(=O)(=O)N2CCOCC2)ccc1OC(C)C
13,O=C(Cn1c(=O)n(CC(=O)N2CCCCC2)c(=O)c2sccc21)NCc1ccccc1
3,CCN(C(=O)COC(=O)c1cccs1)c1c(N)n(Cc2ccccc2)c(=O)[nH]c1=O
5,COc1ccccc1C(=O)NCCC(=O)N(Cc1ccco1)Cc1cccs1
-3,COc1nc(-c2ccccc2)ccc1-c1noc(-c2cccnc2)n1
0,CCCCn1c(N)c(N(CCOC)C(=O)C2CCN(S(=O)(=O)c3ccc(C)c(C)c3)CC2)c(=O)[nH]c1=O
4,O=C(Nc1ccccc1C(=O)NCCCn1ccnc1)c1ccccc1
-5[25 µM],C[C@H]1CC(=O)NCC/C=C\C[C@H](c2cccc(Cl)c2)NC1=O
3,COc1cc2ccccc2cc1C(=O)OCC(=O)N1CCOCC1
2,CC(OC(=O)c1ccc2ncsc2c1)C(=O)NC1CCCCC1C (stereo not drawn)
-10[25 µM],O=C(C[C@H]1C[C@@H]2c3cc(NC(=O)Cc4ccncc4)ccc3O[C@@H]2[C@@H](CO)O1)NCCN1CCCCC1
-3,Cc1cc(C(=O)Nc2cccc3c2O[C@@H](CN(C)C(=O)NC2CCCCC2)[C@@H](C)CN([C@H](C)CO)C3=O)n(C)n1
-19,N#Cc1nc(-c2ccccc2)oc1N1CCCCC1
3,CC(C)(Oc1ccc(Cl)cc1)C(=O)NC1CCCCC1
8,CCCCn1c(=O)[nH]c(=O)c2c1nc(COc1ccc(C#N)cc1)n2CCC
-3,CC(=O)c1ccccc1NC(=O)CSc1nnc(Cc2csc(C)n2)o1

(next part)
SMILES	BL2 CD40 inh
CCn1c(NC(=O)Nc2ccccc2OC)nc2ccccc21	-8
O=C(C1CCCC1)N1C[C@@H]2[C@H](c3ccccc31)[C@H](CO)N2C(=O)c1ccccc1F	5
CCCCn1c(=O)[nH]c(=O)c2c1nc(-c1ccncc1)n2CCOC	11
Cc1ccc(NC(=O)CN(C)C(=O)c2ccc(COc3ccccc3)cc2)cc1	-9
Cc1ncc([N+](=O)[O-])n1Cc1cccc2ccccc12	20
O=C(CN1C(=O)NC2(CCOc3ccccc32)C1=O)N1CCCCC1 (stereo not drawn)	1
COC(=O)c1ccc(CN2CC(=O)N3[C@@H](CO)[C@H](c4ccc(-c5cccnc5)cc4)[C@@H]3C2)cc1	7[25 µM]
CCCCOc1ccc(C(=O)NCC(=O)NCc2ccncc2)cc1	3
O=C(NC1CC1)C1CCCN1C(=O)NC1CCCCC1 (stereo not drawn)	8
Cc1cc(S(=O)(=O)N2CCCC2)ccc1OCC(=O)NC1CCCC1	2
CC1CCN(C(=O)COC(=O)CCc2c[nH]c3ccccc23)CC1	2
Cc1ccc(S(=O)(=O)N(C)CCCC(=O)NCc2ccc3c(c2)OCO3)cc1	4
CS(=O)(=O)N(Cc1ccco1)CC(O)Cn1c2ccccc2c2ccccc21 (stereo not drawn)	-3
C[C@H](O)C#Cc1ccc([C@H]2[C@H]3CN(C(=O)c4ccncc4)CCCCN3[C@H]2CO)cc1	13[25 µM]
COc1ccc(NC(=O)Cc2ccc(-c3ccccc3)cc2)cn1	1
N#C[C@H]1[C@H](c2ccc(C#CC3CCCCC3)cc2)[C@@H](CO)N1C(=O)Nc1ccc(F)cc1	63*[25 µM]
Cc1c2c(cc3c1[nH]c1ccccc13)C=NCC2	-17
CCC(=O)N1C[C@H](C)[C@@H](OC)CN(C)C(=O)c2cc(NC(=O)Nc3ccc(Cl)cc3)ccc2OC[C@H]1C	14[25 µM]
Cc1cccc(NC(=O)CSCC(=O)N(C)Cc2ccc3c(c2)OCCO3)c1	-3
COC(=O)c1ccccc1NC(=O)NCc1ccccn1	2
O=C(CN1CCN(Cc2ccc3c(c2)OCO3)CC1)N1CCc2[nH]c3ccccc3c2C1	4
CC1CCCN(S(=O)(=O)c2ccc(NC(=O)CN3C(=O)NC(C)(c4ccccc4)C3=O)cc2)C1 (stereo not drawn)	0
COc1ccc(NC(=O)COC(=O)c2ccc(N3CCCC3=O)cc2)cc1	6
Cc1cc(-c2csc(N)n2)c(C)n1Cc1ccco1	10
Cc1ccc(S(=O)(=O)N(C)CC(=O)N2CCc3ccccc32)cc1	-4

(next part)
SMILES	BL2 CD40 inh
CC(C)(C)C1(O)CC(C(F)(F)F)=NN1C(=O)CCCc1ccccc1 (stereo not drawn)	11
O=C(N/N=C/c1cccnc1)c1cc(-c2ccccc2)nc2ccccc12	-7
COCCNc1nnc(SCC(=O)Nc2nnc(-c3ccccc3)o2)s1	1
Cc1ccc(-c2nc(NCC3CCCO3)sc2C)cc1 (stereo not drawn)	-15
COc1ccc(NC(=O)CCNC(=O)c2ccc([N+](=O)[O-])cc2)cc1S(=O)(=O)N1CCCCC1	8
O=C(COC(=O)c1ccc(O)cc1)Nc1ccc2c(c1)OCO2	-50
CCOc1ccc(NS(=O)(=O)c2c(C)nc3sc(CC)nn3c2=O)cc1	2
O=C(Cn1c(SCc2ccccc2)nc2ccccc21)N1CCOCC1	-61
c1ccc(-c2ccc(Oc3cc(N4CCOCC4)nc(-c4ccccc4)n3)cc2)cc1	8
C[C@H]1CN([C@@H](C)CO)C(=O)CCCn2nncc2CO[C@H]1CN(C)S(=O)(=O)c1ccc2ccccc2c1	16[25 µM]
CN(Cc1ccc(Cl)cc1Cl)C(=O)CNC(=O)c1ccc2c(c1)OCO2	4
Cn1cc(C(=O)N2CCc3ccccc32)cn1	-36
O=C(NCc1ccco1)c1cccc(-c2nnc(-c3ccccc3)o2)c1	-3
CC(C)NC(=O)N1[C@@H]2CNC[C@H]1C2c1ccc(-c2ccccc2)cc1 (stereo partly drawn)	4&5
COc1cc(CNCCO)ccc1OC1CCCC1	15
COc1cc(Cl)ccc1OC1(C)CCN(Cc2ccccc2OC(F)F)C1 (stereo not drawn)	-3

Assay outcomes as filed in PubChem.
